Screening results deposited in PubChem by Sanford-Burnham Center for Chemical Genomics.
NRP1-CendR mod – modulators of CendR peptide binding to human neuropilin-1 | O14786 | FAM-RPARPAR peptide binding to NRP-1, fluorescence polarization | inhibition, % at 25 µM | 360,000 tested, 0.85% active;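 active = inhibition or corrected inhibition above about 18%, plus a signal ratio from 0.5 to 1.5, limit read from the data, passing the limit was not always enough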; also: strong numbers were not always called active
Scp-1 inhibitor – blocks human Scp-1 phosphatase activity; Recombinant Scp1, phosphopeptide, malachite green phosphate absorbance; inhibition, % at 20 µM; 340,000 tested, 0.88% active; AID 493091;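 active = inhibition above about 50% at 20 µM, limit read from the data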;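 also: plate controls were DMSO wells with enzyme for no effect and wells lacking enzyme for full effect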
Target sequence (Q9GZU7 76-261 limits assumed): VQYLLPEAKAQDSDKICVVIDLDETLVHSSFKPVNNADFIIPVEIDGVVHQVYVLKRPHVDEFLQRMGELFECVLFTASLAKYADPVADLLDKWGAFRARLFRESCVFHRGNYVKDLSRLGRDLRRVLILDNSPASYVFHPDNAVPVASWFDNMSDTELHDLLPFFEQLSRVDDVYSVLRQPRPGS
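Incubation: 45 min enzyme reaction at room temperature / System: truncated SCP-1 phosphatase (76-261aa) / Reagent: Phospho 17-mer peptide substrate / Buffer or medium: Acidic Tris acetate buffer with magnesium and detergent / Signal: absorbance at 630 nm / Doses: one concentration, 20 µM, with 1.0% DMSO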
MT1-MMP act inh – MT1-MMP (human) activation inhibition; P50281; HT1080 RFP-PRO-GFP cells, GFP/RFP ratio fluorescence, overnight; percent of plate control window, DMSO zero; GFP/RFP ratio change, % at 20 µM; 360,000 tested, 0.061% active; AID 651647;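 active = GFP/RFP ratio change of at least 30% with cell ATP level not reduced by more than half and red fluorescence within 50% of control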; also: strong numbers were not always called active
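Test system: HT1080 RFP-PRO-GFP cells; Benchmarks: DMSO and RFP-L50D-GFP cell wells; Timing: cells overnight before dosing, compound overnight, 37 °C, 5% CO2; Compound: one 20 µM compound dose with 1% DMSO; Read-out: GFP/RFP fluorescence ratio.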
DNMT1 block – DNMT1 (human) enzyme inhibition; DNMT1 molecular beacon, Hinp1I cleavage, fluorescence; 360,000 tested, 0.83% active; inhibition (reported as % activation of signal), % at 10 µM; AID 588458; in the data active = inhibition above about 50%
LMPTP inh – LMPTP (human) inhibition | recombinant LMPTP-A, OMFP fluorogenic substrate, fluorescence intensity | inhibition, % at 20 µM | 360,000 tested, 0.22% active;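 active = compounds that cut the enzyme signal by at least half of the control window in the single-dose screen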;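 also: plate controls were DMSO wells with enzyme plus substrate for no effect and substrate without enzyme for full effect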
Target sequence (P24666 whole entry, looked up): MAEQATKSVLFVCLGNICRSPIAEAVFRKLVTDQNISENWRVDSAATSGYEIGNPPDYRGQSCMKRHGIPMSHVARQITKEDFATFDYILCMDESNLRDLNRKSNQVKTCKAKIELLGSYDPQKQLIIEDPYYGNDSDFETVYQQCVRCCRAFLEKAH
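Buffer or medium: Bis-Tris pH 6.0, DTT, detergent; Assay system: LMPTP-A enzyme; Quantity: 0.625 nM enzyme; Detection: endpoint fluorescence intensity; Times: 50 min dark incubation at room temperature; Controls: substrate-only low control, DMSO enzyme-plus-substrate high control; Doses: single 20 µM dose; Read-out: percent inhibition versus substrate-only and uninhibited controls; Reagent: 400 µM OMFP.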
NadD block – NadD (S. aureus) enzyme inhibition; purified NadD enzyme, colorimetric absorbance read-out; inhibition, % at 20 µM; 360,000 tested, 0.78% active; AID 602399; in the data active = inhibition above about 26%; also: some compounds past the cut are filed as inactive
Rpn11 inh – Rpn11 (human) deubiquitinase inhibition. O00487. human 26S proteasome, Ub4-pepOG fluorescence polarization; 20S core pre-blocked with epoxomicin. calls only at 20 µM. 360,000 tested, 0.59% active. AID 588493;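 active = inhibition at 20 µM, scaled to each plate's controls, above about 33%, limit read from the data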
SKN-1 block – blocks SKN-1 activity in C. elegans; C. elegans VP596 Pgst-4::GFP/RFP ratio, acrylamide-induced, 24 h; inhibition, % at 21.8 µM; 360,000 tested, 0.49% active;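 active = interference check ratio from 0.5 to 1.5 plus GFP to RFP signal ratio inhibition reaching or exceeding a fixed threshold, cut at about 30% in these data, passing the limit was not always enough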; also: some compounds called inactive have numbers as strong as hits
SUMO1-SIM PPI – modulators of human SUMO1-mediated protein-protein interactions; SUMO1 binding to a labelled peptide, TR-FRET, 1 h; P63165; 360,000 tested, 0.33% active; inhibition, % at 20 µM; in the data active = inhibition above about 37%
Target sequence (P63165 whole entry, looked up): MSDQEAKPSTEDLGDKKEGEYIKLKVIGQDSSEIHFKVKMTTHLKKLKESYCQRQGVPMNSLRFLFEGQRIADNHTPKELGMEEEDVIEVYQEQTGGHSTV
STEP block – blocks human striatal-enriched tyrosine phosphatase; P54829; recombinant STEP, OMFP fluorogenic substrate, fluorescence; inhibition, % at 20 µM; 360,000 tested, 0.25% active;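 active = inhibition at 20 µM, scaled per plate between control wells, above about 37%, limit read from the data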;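 also: 0% = DMSO with enzyme and substrate and 100% = substrate only without enzyme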
Target sequence (P54829 whole entry, looked up): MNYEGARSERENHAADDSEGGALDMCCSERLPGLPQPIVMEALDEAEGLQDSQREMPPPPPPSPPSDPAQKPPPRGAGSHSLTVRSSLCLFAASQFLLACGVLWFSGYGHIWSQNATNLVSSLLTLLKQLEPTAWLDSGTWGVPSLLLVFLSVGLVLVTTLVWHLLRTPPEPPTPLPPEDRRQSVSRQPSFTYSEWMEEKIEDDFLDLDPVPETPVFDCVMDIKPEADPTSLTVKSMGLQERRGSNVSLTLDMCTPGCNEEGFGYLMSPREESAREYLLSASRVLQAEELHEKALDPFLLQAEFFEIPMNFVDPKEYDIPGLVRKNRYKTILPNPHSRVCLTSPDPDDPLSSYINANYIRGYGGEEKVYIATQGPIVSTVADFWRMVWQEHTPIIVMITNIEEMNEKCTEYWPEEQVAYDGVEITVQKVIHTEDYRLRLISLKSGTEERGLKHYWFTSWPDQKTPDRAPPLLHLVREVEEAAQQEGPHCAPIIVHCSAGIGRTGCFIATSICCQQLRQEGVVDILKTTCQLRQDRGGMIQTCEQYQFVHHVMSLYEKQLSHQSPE
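Material: STEP (striatal-enriched tyrosine phosphatase) enzyme, cell-free; Compound dosing: 20 µM single dose in 1% DMSO; Technique: fluorescence read at 480 nm ex / 540 nm em; Times: reaction 20 min, ambient temperature; Medium: 50 mM Bis-Tris pH 6.0 with 2.5 mM DTT and 0.005% Tween 20; Also added: OMFP at 25 µM.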
Active calls of the source: *. Compounds were not picked by outcome. Share with any hit: about 3.9%.

For C1CN(CC23CC4CC(CC(C4)C2)C3)CCO1 the results were NRP1-CendR mod 4, Scp-1 inhibitor 1, MT1-MMP act inh 5, DNMT1 block -1, LMPTP inh -1.8, NadD block -2, Rpn11 inh inactive, SKN-1 block 6, SUMO1-SIM PPI -4 and STEP block -1.
For COc1ccc(-c2nn3c(-c4ccccn4)nnc3s2)cc1OC the results were NRP1-CendR mod -3, Scp-1 inhibitor -2, MT1-MMP act inh 1, DNMT1 block -9, LMPTP inh -0.1, NadD block 3, Rpn11 inh inactive, SKN-1 block -8, SUMO1-SIM PPI 5 and STEP block 2.
For COC(=O)[C@H](C)NC(=O)NC1CCN(Cc2ccccc2)CC1 the results were NRP1-CendR mod -7, Scp-1 inhibitor -3, MT1-MMP act inh 6, DNMT1 block 2, LMPTP inh -3.7, NadD block -5, Rpn11 inh inactive, SKN-1 block -16, SUMO1-SIM PPI 0 and STEP block -2.
Screening COC(=O)c1c(NC(=O)CN2CCN(c3ccccc3Cl)CC2)sc(C)c1C returned NRP1-CendR mod 9, Scp-1 inhibitor 1, MT1-MMP act inh -2, DNMT1 block 2, LMPTP inh 2.3, NadD block -1, Rpn11 inh inactive, SKN-1 block 0, SUMO1-SIM PPI -1 and STEP block -9.
`Cc1cc(C)cc(NC(=O)Nc2ccc(-n3ccc(C(F)(F)F)n3)cc2)c1` gave NRP1-CendR mod 4, Scp-1 inhibitor -20, MT1-MMP act inh 7, DNMT1 block 1, LMPTP inh 3.1, NadD block -3, Rpn11 inh inactive, SKN-1 block 12, SUMO1-SIM PPI 1 and STEP block -2.
Screening O=C(c1ccc(Cl)cc1)N1CCN(CCOc2ccccc2)CC1 returned NRP1-CendR mod 11, Scp-1 inhibitor -13, MT1-MMP act inh 3, DNMT1 block -3, LMPTP inh -0.4, NadD block -3, Rpn11 inh inactive, SKN-1 block -3, SUMO1-SIM PPI 2 and STEP block -4.
For O=C(Cn1cnc([N+](=O)[O-])c1)Nc1ccc(F)c(Cl)c1 the results were NRP1-CendR mod 9, Scp-1 inhibitor -7, MT1-MMP act inh -4, DNMT1 block 0, LMPTP inh 0.2, NadD block -6, Rpn11 inh inactive, SKN-1 block -2, SUMO1-SIM PPI -13 and STEP block 7.
`O=C(COc1ncnc2ccccc12)NCc1ccco1` gave NRP1-CendR mod -4, Scp-1 inhibitor 3, MT1-MMP act inh 0, DNMT1 block 2, LMPTP inh 3.1, NadD block 1, Rpn11 inh inactive, SKN-1 block 6, SUMO1-SIM PPI 2 and STEP block 1.
Cc1ccc(CN=c2c([N+](=O)[O-])nn(-c3ccc(Cl)cc3)n2O)cc1 was read as NRP1-CendR mod -9, Scp-1 inhibitor -8, MT1-MMP act inh 2, DNMT1 block 6, LMPTP inh 0.3, NadD block -8, Rpn11 inh inactive, SKN-1 block 35, SUMO1-SIM PPI -25 and STEP block -1.
`COc1ccc(COc2ncnc3ccc(Br)cc23)cc1F` gave NRP1-CendR mod 3, Scp-1 inhibitor -4, MT1-MMP act inh 5, DNMT1 block -4, LMPTP inh 1.7, NadD block -4, Rpn11 inh inactive, SKN-1 block 1, SUMO1-SIM PPI 4 and STEP block 0.
`Cc1ccnc2nc(C(=O)OCC(=O)NC3CCCC(C)C3C)nn12` (stereo not given) gave NRP1-CendR mod 4, Scp-1 inhibitor 9, MT1-MMP act inh -1, DNMT1 block 4, LMPTP inh -0.6, NadD block -4, Rpn11 inh inactive, SKN-1 block -14, SUMO1-SIM PPI -2 and STEP block 1.
`Cc1cc(Cl)c2ccccc2n1` gave NRP1-CendR mod -8, Scp-1 inhibitor -5, MT1-MMP act inh 8, DNMT1 block 2, LMPTP inh -0.4, NadD block -3, Rpn11 inh inactive, SKN-1 block 12, SUMO1-SIM PPI 1 and STEP block 3.
Screening COc1cc(/C=C(\NC(=O)c2ccccc2)C(=O)N2CC3CC(C2)c2cccc(=O)n2C3)cc(OC)c1OC (stereo not given) returned NRP1-CendR mod 0, Scp-1 inhibitor 1, MT1-MMP act inh -8, DNMT1 block 2, LMPTP inh -1.5, NadD block -1, Rpn11 inh inactive, SKN-1 block -9, SUMO1-SIM PPI -6 and STEP block -1.
Screening COc1cccc(-c2nc3ccccc3s2)c1O returned NRP1-CendR mod 5, Scp-1 inhibitor -14, MT1-MMP act inh 1, DNMT1 block -6, LMPTP inh 2.3, NadD block -7, Rpn11 inh inactive, SKN-1 block 7, SUMO1-SIM PPI -3 and STEP block 0.
O=C(CN1C(=O)CCSc2ccc(S(=O)(=O)N3CCCC3)cc21)NCc1ccccc1Cl was read as NRP1-CendR mod 12, Scp-1 inhibitor -5, MT1-MMP act inh 0, DNMT1 block 1, LMPTP inh -0.4, NadD block -4, Rpn11 inh inactive, SKN-1 block -1, SUMO1-SIM PPI 1 and STEP block -1.
Screening CCOC(=O)N1CCN(C(=O)/C=C/c2ccc(OC)cc2)CC1 returned NRP1-CendR mod 4, Scp-1 inhibitor 3, MT1-MMP act inh 2, DNMT1 block -2, LMPTP inh -1.1, NadD block -2, Rpn11 inh inactive, SKN-1 block -3, SUMO1-SIM PPI -3 and STEP block 0.
Screening C[C@H](CO)N1C[C@H](C)[C@@H](CN(C)Cc2ccc(C(=O)O)cc2)Oc2ncc(-c3ccc(C(=O)N(C)C)cc3)cc2C1=O returned NRP1-CendR mod 5, MT1-MMP act inh 4, DNMT1 block 5, LMPTP inh 3.3, NadD block -3, Rpn11 inh inactive, SKN-1 block 0, SUMO1-SIM PPI 4 and STEP block -5.
For CCOc1cc(C2C(C(=O)OC)=CN(C3CCCC3)C=C2C(=O)OC)cc(Br)c1O the results were NRP1-CendR mod -7, Scp-1 inhibitor -12, MT1-MMP act inh -2, DNMT1 block 2, LMPTP inh 1.5, NadD block -1, Rpn11 inh inactive, SKN-1 block -5, SUMO1-SIM PPI 37 and STEP block 4.
`CCOc1cccc(/C=N/NC(=S)Nc2cc(S(=O)(=O)N3CCOCC3)ccc2N2CCOCC2)c1O` gave NRP1-CendR mod 0, Scp-1 inhibitor -9, MT1-MMP act inh -14, DNMT1 block -21, LMPTP inh 2.0, NadD block 16, Rpn11 inh inactive, SKN-1 block 24, SUMO1-SIM PPI -4 and STEP block 0.
`O=C(COC(=O)c1cccc(S(=O)(=O)N2CCc3ccccc32)c1)NC1CCS(=O)(=O)C1` (stereo not given) gave NRP1-CendR mod 3, Scp-1 inhibitor 4, MT1-MMP act inh 4, DNMT1 block 0, LMPTP inh 1.3, NadD block -4, Rpn11 inh inactive, SKN-1 block -9, SUMO1-SIM PPI 4 and STEP block -8.
`COc1ccc(C(=O)C(C)Sc2nnc(C3CC3)n2C2CC2)cc1` (stereo not given) gave NRP1-CendR mod 2, Scp-1 inhibitor 1, MT1-MMP act inh -1, DNMT1 block 0, LMPTP inh -0.7, NadD block 1, Rpn11 inh inactive, SKN-1 block -7, SUMO1-SIM PPI 3 and STEP block -2.
COC(=O)c1ccc(Cn2c(C)cc(C)[n+]2C)o1 was read as NRP1-CendR mod -2, Scp-1 inhibitor 38, MT1-MMP act inh 0, DNMT1 block 2, LMPTP inh -0.7, NadD block 6, Rpn11 inh inactive, SKN-1 block -13, SUMO1-SIM PPI 5 and STEP block 1.
`CNc1ccc(S(=O)(=O)NCC(=O)OCC(=O)Nc2cccc(Cl)c2Cl)cc1[N+](=O)[O-]` gave NRP1-CendR mod -7, Scp-1 inhibitor -4, MT1-MMP act inh 3, DNMT1 block -6, LMPTP inh 1.6, NadD block -1, Rpn11 inh inactive, SKN-1 block 0, SUMO1-SIM PPI -22 and STEP block 0.
`Cc1csc(CNc2ncnc3ccc(-c4cccc(Cl)c4)cc23)c1` gave NRP1-CendR mod -4, Scp-1 inhibitor 21, MT1-MMP act inh 9, DNMT1 block -5, LMPTP inh 4.0, NadD block 12, Rpn11 inh inactive, SKN-1 block 12, SUMO1-SIM PPI 5 and STEP block -1.

Grouped by structure: the entries above with a thiophene ring, fused or not
Screening COC(=O)c1c(NC(=O)CN2CCN(c3ccccc3Cl)CC2)sc(C)c1C returned NRP1-CendR mod 9, Scp-1 inhibitor 1, MT1-MMP act inh -2, DNMT1 block 2, LMPTP inh 2.3, NadD block -1, Rpn11 inh inactive, SKN-1 block 0, SUMO1-SIM PPI -1 and STEP block -9.
`Cc1csc(CNc2ncnc3ccc(-c4cccc(Cl)c4)cc23)c1` gave NRP1-CendR mod -4, Scp-1 inhibitor 21, MT1-MMP act inh 9, DNMT1 block -5, LMPTP inh 4.0, NadD block 12, Rpn11 inh inactive, SKN-1 block 12, SUMO1-SIM PPI 5 and STEP block -1.

Next part.
For Cc1c(/C=C2\NC(=O)NC2=O)c2ccccc2n1C the results were NRP1-CendR mod 6, Scp-1 inhibitor -5, MT1-MMP act inh 3, DNMT1 block -1, LMPTP inh -1.5, NadD block -1, Rpn11 inh inactive, SKN-1 block 16, SUMO1-SIM PPI -12 and STEP block -5.
For O=C(COC(=O)c1cccc(F)c1)NCCC1=CCCCC1 the results were NRP1-CendR mod 5, Scp-1 inhibitor 27, MT1-MMP act inh 1, DNMT1 block 2, LMPTP inh -0.6, NadD block 1, Rpn11 inh inactive, SKN-1 block 1, SUMO1-SIM PPI 3 and STEP block 2.
CC(C)CCOc1ccc(C(=O)NCC(c2ccco2)N(C)C)cc1 (stereo not given) was read as NRP1-CendR mod 0, Scp-1 inhibitor -1, MT1-MMP act inh 1, DNMT1 block -2, LMPTP inh 1.0, NadD block -6, Rpn11 inh inactive, SKN-1 block -38, SUMO1-SIM PPI -1 and STEP block 0.
`N#CC1=C(O)C(c2ccccc2)n2c1nc(=O)c1ccccc12` (stereo not given) gave NRP1-CendR mod -18, Scp-1 inhibitor 0, MT1-MMP act inh -2, DNMT1 block 2, LMPTP inh -1.1, NadD block 0, Rpn11 inh inactive, SKN-1 block -9, SUMO1-SIM PPI 13 and STEP block -4.
For Cc1ccc(C2NC(=S)NC3=C2N2CCC3CC2)cc1 (stereo not given) the results were NRP1-CendR mod 12, Scp-1 inhibitor -3, MT1-MMP act inh 3, DNMT1 block -1, LMPTP inh -2.8, NadD block 8, Rpn11 inh inactive, SKN-1 block -3, SUMO1-SIM PPI -2 and STEP block 1.
N#C/C(=C\c1ccc[nH]1)S(=O)(=O)c1ccccc1 was read as NRP1-CendR mod -1, Scp-1 inhibitor -6, MT1-MMP act inh 10, DNMT1 block -1, LMPTP inh 0.5, NadD block -8, Rpn11 inh inactive, SKN-1 block -1, SUMO1-SIM PPI -12 and STEP block -3.
